Screening results deposited in PubChem BioAssay by The Scripps Research Institute Molecular Screening Center.
OXTR potentiator – human OXTR potentiators, primary screen, fluorescence, CHO-OTR cells, Fluo-8 calcium; Fluo-8 calcium fluorescence, potentiator mode; 0% = oxytocin EC15, 100% = EC100; activation, % at 3 µM; 320,000 tested, 0.061% active; AID 2445, 2010;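 active = activation above that plate's cutoff, the mean activation of tested compounds plus 3 SD, cut at about 6.6% in these data, passing the limit was not always enough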;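 note: 100% uses oxytocin at 75 nM as the full agonist control; some results filed as inactive read as strong as hits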
Target sequence (P30559 whole entry, looked up): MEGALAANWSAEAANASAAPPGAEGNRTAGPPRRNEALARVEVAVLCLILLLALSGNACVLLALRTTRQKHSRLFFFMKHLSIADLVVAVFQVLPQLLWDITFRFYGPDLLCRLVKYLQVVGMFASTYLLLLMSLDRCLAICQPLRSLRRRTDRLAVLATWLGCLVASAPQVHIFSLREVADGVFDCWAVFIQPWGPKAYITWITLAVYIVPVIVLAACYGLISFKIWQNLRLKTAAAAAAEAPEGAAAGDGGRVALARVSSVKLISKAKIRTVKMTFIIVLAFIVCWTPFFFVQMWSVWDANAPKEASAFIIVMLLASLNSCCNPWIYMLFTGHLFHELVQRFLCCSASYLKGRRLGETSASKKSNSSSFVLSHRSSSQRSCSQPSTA
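Assay system: CHO cell line stably expressing human OTR | Also added: Oxytocin at about EC15, sub-maximal agonist stimulus | Times: Compound 6 min at room temperature before oxytocin, 100 s read | Measured by: Fluo-8 intracellular calcium fluorescence, ex 470-495, em 515-575 nm | Controls: EC15 oxytocin alone as 0%, 75 nM oxytocin as 100%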
M1 antag – human M1 muscarinic receptor antagonists, primary screen, CHO-K1 cells, Fluo-8 calcium fluorescence, 1536-well | Muscarinic acetylcholine receptor M1 (Homo sapiens), P11229 | CHO-K1 hM1, ACh EC80 antagonist | inhibition, % at 3 µM | 360,000 tested, 1.3% active | AID 588852, 2011;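 active = percent inhibition above its own plate's cutoff, namely the mean of that plate's compound wells plus 3 SD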;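 note: peak over basal fluorescence ratio during 140 s after agonist addition; 0% = ACh EC80 plus DMSO and 100% = DMSO alone without agonist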
V1aR counter – agonists of human V1a receptor, primary screen, counter-screen for OXTR agonist project, fluorescence, CHO-V1R cells; Fluo-8 calcium fluorescence, agonist mode; 0% DMSO, 100% 3 nM vasopressin; activation, % at 3 µM; 320,000 tested, 0.25% active; AID 2797, 2010;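 active = activation above the mean activation of all tested compounds plus 3 SD, per screening run, cut at about 20% in these data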;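 note: signal is peak over basal fluorescence ratio across a 100 second FLIPR read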
M1 PAM – human M1 muscarinic receptor positive allosteric modulators, primary screen, CHO-K1 cells, Fluo-8 calcium fluorescence, 1536-well; AID 588819, 2011; CHO-K1 hM1, ACh EC20; 0% = ACh EC20, 100% = maximal ACh; 360,000 tested, 0.088% active; Muscarinic acetylcholine receptor M1 (Homo sapiens), P11229; activation, % at 3 µM; in the data active = activation above about 19%, passing the limit was not always enough
OXTR agonist – human OXTR agonists, primary screen, fluorescence, CHO-OTR cells, Fluo-8 calcium | Oxytocin receptor (Homo sapiens), P30559 | Fluo-8 calcium fluorescence; normalized: DMSO 0%, oxytocin 100% | activation, % at 3 µM | 320,000 tested, 0.32% active | AID 2435, 2010;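 active = activation above the mean of all tested compounds plus 3 SD, cutoff set per screening run, cut at about 20% in these data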;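 note: peak over basal fluorescence ratio from a 100 s FLIPR kinetic read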
TAAR1 antagonist – human TAAR1 antagonists, primary screen, Fluo-8 calcium fluorescence, CHO RD-HGA16 cells. inhibition, % at 3 µM. AID 624466, 2012. Trace amine-associated receptor 1 (Homo sapiens), Q96RJ0. antagonist. 360,000 tested, 1.5% active;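 active = inhibition above a per-plate cutoff, the mean inhibition of test compounds on that plate plus 3 SD, cut at about 49% in these data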;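 note: 0% = DMSO plus EC80 beta-PEA response and 100% = DMSO alone without agonist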
Target sequence (Q96RJ0 whole entry, looked up): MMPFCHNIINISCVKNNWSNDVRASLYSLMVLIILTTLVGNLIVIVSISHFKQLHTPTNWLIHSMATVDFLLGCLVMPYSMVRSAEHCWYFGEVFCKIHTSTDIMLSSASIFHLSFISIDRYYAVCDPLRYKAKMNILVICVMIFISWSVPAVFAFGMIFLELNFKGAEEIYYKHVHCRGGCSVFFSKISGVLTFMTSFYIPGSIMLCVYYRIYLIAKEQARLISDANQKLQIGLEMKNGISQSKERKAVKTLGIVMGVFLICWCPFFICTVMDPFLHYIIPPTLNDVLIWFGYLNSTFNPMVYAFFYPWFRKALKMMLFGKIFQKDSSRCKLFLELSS
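Test system: hTAAR1-expressing CHO RD-HGA16 cells, Gα16-coupled; Probe or stimulus: EC80 β-phenethylamine stimulus; Compound dosing: single nominal final test compound concentration of 3 µM; Timing: 140 s kinetic read after compound, 140 s after agonist; Signal: Fluo-8 calcium-sensitive fluorescence; Measure: % inhibition of agonist calcium response; Controls: DMSO and EC80 PEA controls.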
M1 ag – human M1 muscarinic receptor agonists, primary screen, Fluo-8 calcium fluorescence, CHO-K1 cells, HTS; Muscarinic acetylcholine receptor M1 (Homo sapiens), P11229; CHO-K1 hM1, agonist mode; 0% DMSO, 100% acetylcholine EC100; activation, % at 3 µM; 360,000 tested, 0.33% active;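 active = activation above the run's mean compound activation plus 3 SD, cut at about 16% in these data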;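 note: peak over basal fluorescence ratio within a 140 s kinetic read after compound addition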
CHO parental Ca – ATP-evoked calcium signal inhibitors, parental CHO, primary screen, counter-screen for OX1R antagonist project, cell-based, fluorescence, Fluo-8 calcium dye. inhibition, % at 5.6 µM. 330,000 tested, 0.63% active. AID 463079, 2010. parental CHO-K1, ATP-induced calcium, Fluo-8 fluorescence;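 active = inhibition above that plate's mean sample inhibition plus 3 SD, cut at about 26% in these data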;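 note: 0% = ATP-challenged DMSO wells and 100% = DMSO wells without ATP; some compounds past the cut are filed as inactive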
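Measured by: calcium-sensitive Fluo-8 fluorescence / Test system: CHO parental line / Controls: ATP-challenged DMSO wells low, unchallenged DMSO wells high / Measure: % inhibition / Compound: single nominal dose of 5.6 µM per compound / Replicates: single well per compound, no replicates / Reagent: ATP as calcium-mobilizing challenge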
TAAR1 agonist – human TAAR1 agonists, primary screen, Fluo-8 calcium fluorescence, CHO RD-HGA16 cells; vehicle wells 0%, saturating PEA agonist 100%; activation, % at 3 µM; 360,000 tested, 0.99% active; AID 624467, 2012;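 active = activation above the mean activation of all test compounds in the run plus 3 SD, cut at about 38% in these data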
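System: CHO RD-HGA16 cells carrying human TAAR1 plus Gα16; Incubation: 17-24 h seeding, 75 min 37 °C dye, 30 min RT; Measured by: Fluo-8 fluorescence, 5 s baseline then 140 s kinetic read; Control set: DMSO and PEA EC100; Replication: single well for each compound.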
Starred values were filed as active, the others as inactive; x = not tested or not shown.

no. | SMILES | OXTR potentiator | M1 antag | V1aR counter | M1 PAM | OXTR agonist | TAAR1 antagonist | M1 ag | CHO parental Ca | TAAR1 agonist
1 | CCCCOCCCNC(=O)Cc1ccccc1OC | 0 | -13 | -0.4 | 0 | -1.2 | -4 | -2 | -14 | 4
2 | Nc1nc(N)c2c(ccc3nccc32)[nH]1 | -3 | -8 | 0.5 | 9 | -0.5 | 20 | -3 | -4 | -2
3 | O=C(NCC1CCCO1)c1ccc(Oc2ccc([N+](=O)[O-])cc2Cl)cc1 (configuration not stated) | -14 | -3 | 6.8 | 10 | 5.0 | 13 | 4 | -17 | 4
4 | COC(=O)C(C)NC(=O)C(C)NC(=O)OCc1ccccc1 (configuration not stated) | -7 | -12 | 11 | 8 | 0.2 | 11 | -3 | -9 | 13
5 | CSc1ncc(C(=O)Nc2ccc(C(C)=O)cc2)c(-c2ccccc2)n1 | -13 | -4 | 4.9 | 1 | 0.4 | -2 | -4 | -15 | 0
6 | CC(C)P(=O)(c1cccc(C(=O)O)c1)C(C)C | -4 | -7 | -0.6 | 4 | 0.8 | 9 | -3 | 6 | 11
7 | O=C(Nc1ccc(Cl)c(S(=O)(=O)N2CCCCC2)c1)c1cccnc1 | -11 | 1 | 8.4 | 7 | 12 | 21 | 4 | -21 | 6
8 | Cc1ccccc1NC(=O)N1CCCC1C(=O)NCc1cccs1 (configuration not stated) | -1 | -6 | 0.0 | 5 | 1.1 | 4 | -2 | -3 | -2
9 | CC(CCN1CCC(CN2C(=S)NCC2Cc2ccccc2)CC1)c1ccccc1 (configuration not stated) | x | 20 | x | -20 | x | -2 | -11 | x | -1
10 | Cc1cccn2c(=O)c3cc(C#N)c(=N)n(Cc4ccncc4)c3nc12 | 2 | x | -0.1 | x | -1.0 | x | x | -11 | x
11 | CS(=O)(=O)N1CCN(c2nc(-c3ccccc3)cs2)CC1 | -5 | -13 | 1.4 | 7 | 1.7 | 15 | -3 | -19 | 2
12 | CCc1ccc2oc(C(=O)N3CCN(C)CC3)cc(=O)c2c1 | -5 | -12 | 0.0 | 6 | 0.3 | 11 | -8 | -8 | 3
13 | C=CCN1c2ccccc2[C@]23C[C@@H](C(=O)OC)N(C(=O)c4ccco4)C2=NC(C(=O)OC)=C(C(=O)OC)[C@H]13 | 1 | 8 | 0.8 | 1 | -0.2 | 18 | -1 | -16 | -1
14 | O=C(NNC(=S)NCc1ccc(Cl)cc1)c1ccc2c(c1)OCO2 | -19 | -2 | 0.3 | 3 | 1.0 | 2 | -1 | -12 | 14
15 | COCCCn1c(SCC(=O)N2CCOCC2)nnc1-c1ccco1 | -1 | -4 | -0.3 | 2 | 0.3 | 1 | -2 | 5 | 3
16 | NC(=NC1CCCCC1)c1ccc([N+](=O)[O-])cc1 | -7 | -24 | 0.1 | 5 | -0.1 | 2 | -3 | -3 | 12
17 | Cc1ccc(S(=O)(=O)NC(Cc2ccccc2)C(=O)NN)cc1 (configuration not stated) | -4 | -20 | 1.0 | 14 | -1.0 | -5 | -3 | -17 | 4
18 | COc1ccc(NS(=O)(=O)c2cccc(C(=O)NNC(=O)c3cc(S(N)(=O)=O)ccc3OC)c2)cc1 | 1 | -15 | -0.8 | 10 | 0.4 | -22 | -1 | -14 | 0
19 | COc1ccc(Oc2nc(C)cc(C)c2S(C)(=O)=O)cc1 | -13 | -13 | 1.8 | 8 | -0.2 | -2 | -3 | -2 | 5
20 | COc1ccc(/C=C(/NC(=O)c2ccco2)C(=O)N2CCCCC2)cc1 | -3 | -3 | 1.0 | 7 | -0.4 | 13 | -3 | -8 | 0

(cont.)
no. | SMILES | OXTR potentiator | M1 antag | V1aR counter | M1 PAM | OXTR agonist | TAAR1 antagonist | M1 ag | CHO parental Ca | TAAR1 agonist
21 | COc1ccc(/C=C/C(=O)c2ccc(NC3=NCCCS3)cc2)cc1OC | -3 | 3 | 1.7 | -6 | 3.0 | 11 | -6 | -8 | 0
22 | Cc1ccc(CNC(=O)CN2C(=O)C3(OCCCO3)c3ccccc32)cc1 | -6 | -10 | -0.7 | 4 | -0.1 | x | 2 | -7 | x
23 | CCc1nc(N)c(C#N)c(-c2ccc(F)cc2)c1C | -27 | 1 | -0.2 | 1 | -1.8 | -1 | 0 | 15 | 4
24 | COc1cc2oc3ccccc3c2cc1N(CC(=O)N(C)C)S(=O)(=O)c1ccccc1 | -10 | -14 | 0.2 | 3 | -0.8 | -3 | -3 | -22 | 2
25 | COc1ccc(NC(=O)c2ccccc2N2C(=O)C3C4C=CC(C5CC45)C3C2=O)c(OC)c1 (configuration not stated) | 1 | 2 | 1.5 | 10 | -0.8 | -16 | 3 | -24 | 27
26 | CCOC(=O)C1C(c2cccs2)NC(=O)NC1(O)C(F)(F)F (configuration not stated) | -6 | 24 | 0.8 | -14 | 0.8 | -2 | -4 | -7 | 17
27 | O=C(CSc1nnc(CNc2ccccc2)o1)N1CCN(C(=O)c2ccco2)CC1 | -9 | -8 | 0.0 | 6 | 1.4 | -4 | -5 | -7 | 5
28 | COc1cccc(CC(=O)NCCCSc2ccccc2)c1 | -6 | -11 | -0.3 | 6 | -1.4 | -20 | -3 | -10 | 4
29 | O=[N+]([O-])c1ccc(Cc2ccncc2)cc1 | -4 | -12 | -0.1 | 27 | -0.6 | 2 | -2 | -2 | 1
30 | O=c1cc(N2CCN(c3ccccc3F)CC2)[nH]c(=O)n1-c1ccc(Br)cc1 | -6 | -7 | 0.7 | 7 | 0.3 | -27 | -2 | -1 | 4
31 | CCc1sc(C(=O)Nc2nccs2)cc1C | 1 | -6 | -0.8 | 3 | -1.9 | -5 | -2 | -19 | 9
32 | CC(C)[C@H](NC(=O)c1cccc(CN(Cc2ccccc2)C(=O)/C=C/c2ccccc2)c1)C(=O)O | -4 | -7 | 0.6 | 7 | -1.1 | -10 | 0 | -2 | 3
33 | CC(C)N(C#N)c1nc(N2CCOCC2)nc(N2CCOCC2)n1 | -9 | -15 | 0.5 | 8 | -0.1 | 2 | -3 | -8 | 9
34 | CCCCNC(=O)c1ccc(SCC(=O)N(CC)CC)c([N+](=O)[O-])c1 | -8 | -7 | -0.2 | 13 | -0.7 | -9 | -4 | -12 | -1
35 | CCc1ccc(NC(=O)c2ccc(F)c(S(=O)(=O)NCC3COc4ccccc4O3)c2)cc1 (configuration not stated) | -11 | 25 | 7.5 | -14 | 5.6 | 46 | -3 | 14 | 6
36 | CCOC(=O)C1CCCN(C(=O)CSc2nccn2C)C1 (configuration not stated) | -13 | -5 | 0.1 | 7 | 0.3 | -7 | 10 | 5 | 1
37 | O=C(COC(=O)CCSc1ccccc1)NCc1ccc(F)cc1 | 1 | -11 | -0.9 | 9 | -1.5 | 4 | -6 | -2 | 0
38 | CC#CCN1C(=O)N[C@@H](c2ccccc2)C(C(=O)OC)=C1C | 3 | -17 | 0.7 | 12 | 0.4 | 9 | -2 | -8 | 9
39 | CC(C)(C)[C@@H]1CCC(=O)N(CC[C@H](N=[N+]=[N-])c2ccccc2)CC1 | -14 | 1 | -1.7 | -4 | -2.8 | 27 | -8 | -7 | 22
40 | CC(C)Sc1sc(C(=O)O)c(-c2ccc(Cl)cc2)c1C#N | -5 | -14 | 0.7 | 5 | -0.3 | -10 | -3 | 5 | 2

Continuation.
no. | SMILES | OXTR potentiator | M1 antag | V1aR counter | M1 PAM | OXTR agonist | TAAR1 antagonist | M1 ag | CHO parental Ca | TAAR1 agonist
41 | COc1ccccc1C(=O)NCCC(=O)N(C)CC(=O)Nc1c(Cl)cccc1Cl | 4 | -16 | 0.7 | 13 | -1.3 | 0 | -3 | -32 | 0
42 | CCOC(=O)c1cccnc1SCC(=O)NC(C)CC (configuration not stated) | 0 | -6 | 0.7 | 15 | -0.1 | -2 | 2 | -1 | 3
43 | CCOc1ccc(/C=N/NC(=O)c2ccncc2)cc1OC | x | -12 | x | 6 | x | -37 | -3 | x | 2
44 | CC(=O)N1C(C)(C)CC(=NOC(=O)c2ccc(C)cc2)CC1(C)C | -14 | -14 | -0.9 | 12 | -0.7 | 17 | -3 | -10 | 7
45 | Cn1c(=O)c(=O)n(C)c2cc(S(=O)(=O)Nc3ccc4c(c3)OCCO4)ccc21 | 2 | -7 | -0.5 | -1 | 0.2 | 0 | -6 | -15 | 4
46 | CC1(C)CC(=O)C=C(NNC(=O)c2ccc(N)cc2)C1 | 0 | -4 | -0.1 | 2 | -0.1 | 0 | -4 | -5 | 5
47 | COC(=O)c1c(C)[nH]c(C(=O)C(C)OC(=O)c2ccco2)c1C (configuration not stated) | -5 | 4 | 1.0 | 3 | 2.0 | -13 | -1 | -1 | 1
48 | CCC(=O)NCCSc1c[nH]c2ccccc12 | -8 | -11 | 2.1 | 6 | -0.1 | 0 | -3 | -4 | 5
49 | Cc1cc(C)c2c(CN3CCN(Cc4ccc5c(c4)OCO5)CC3)cc(=O)oc2c1 | -16 | 33* | 0.1 | -27 | 0.5 | -3 | -7 | -19 | 1
50 | COc1ccc(Cl)cc1N1CC(C(=O)Nc2nccs2)CC1=O (configuration not stated) | -3 | -5 | 2.1 | 2 | 1.4 | -3 | -1 | -20 | 2
51 | CN(Cc1cccs1)C(=O)CCc1c[nH]c2ccccc12 | 0 | 1 | -0.1 | 1 | 0.0 | -2 | 0 | 2 | 0
52 | CN(C)S(=O)(=O)c1cccc(NC(=O)CCCSc2ccccc2)c1 | -14 | -6 | 9.0 | 1 | 6.2 | 3 | -7 | -4 | 2

Complete entries as entered above. Values in the order: OXTR potentiator, M1 antag, V1aR counter, M1 PAM, OXTR agonist, TAAR1 antagonist, M1 ag, CHO parental Ca, TAAR1 agonist
Entry for COc1cc2oc3ccccc3c2cc1N(CC(=O)N(C)C)S(=O)(=O)c1ccccc1 → -10, -14, 0.2, 3, -0.8, -3, -3, -22, 2
Entry for Nc1nc(N)c2c(ccc3nccc32)[nH]1 → -3, -8, 0.5, 9, -0.5, 20, -3, -4, -2
Entry for CN(Cc1cccs1)C(=O)CCc1c[nH]c2ccccc12 → 0, 1, -0.1, 1, 0.0, -2, 0, 2, 0
